High-throughput results as filed in PubChem.
mcGAS lum: mouse cGAS inhibition by luminescence. recombinant cGAS, Kinase-Glo ATP depletion luminescence. 0.15% of 160,000 active. inhibition, % at 12.5 µM;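 also: 0% = negative control wells and 100% = reference inhibitor with no enzyme activity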
NPYLR7 agonist: mosquito NPYLR7 agonism | HEK293T NPYLR7/Galpha15, GCaMP6s calcium fluorescence | activation, % at 10 µM | 0.15% of 270,000 active | AID 1259423; in the data active = activation above about 40%;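 also: 0% = vehicle and 100% = reference agonist at the receptor; some compounds past the cut are filed as inactive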
hcGAS lum: human cGAS inhibition | Q8N884 | recombinant h-cGAS, ATP depletion, Kinase-Glo luminescence | inhibition, % at 12.5 µM | 0.081% of 290,000 active | AID 1259398;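 also: 0% = vehicle reaction and 100% = reaction without DNA for no activity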
Target sequence (Q8N884 whole entry, looked up): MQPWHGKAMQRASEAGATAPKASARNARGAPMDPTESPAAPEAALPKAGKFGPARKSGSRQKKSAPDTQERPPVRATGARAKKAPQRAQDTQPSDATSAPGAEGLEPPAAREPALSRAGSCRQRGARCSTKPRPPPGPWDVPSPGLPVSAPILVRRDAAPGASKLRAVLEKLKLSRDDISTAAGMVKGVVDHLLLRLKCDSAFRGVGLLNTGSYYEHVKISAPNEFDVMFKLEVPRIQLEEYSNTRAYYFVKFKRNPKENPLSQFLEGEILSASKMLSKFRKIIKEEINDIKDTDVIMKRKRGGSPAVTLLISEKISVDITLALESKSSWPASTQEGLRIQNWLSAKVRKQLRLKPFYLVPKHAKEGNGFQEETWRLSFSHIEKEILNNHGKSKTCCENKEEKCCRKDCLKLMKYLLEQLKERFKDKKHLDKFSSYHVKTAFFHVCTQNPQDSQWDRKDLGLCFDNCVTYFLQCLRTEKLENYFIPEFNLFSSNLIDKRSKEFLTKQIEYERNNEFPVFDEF
* = called active by the depositor. Rule as the data show it, unless noted: active = inhibition above about 40%; inactive = the rest. Rows were taken by chance. Share with any hit: about 0.29%.

Screening CCc1nc(NC2CCCCC2)c2ccc(Cl)cc2n1 returned mcGAS lum -6, NPYLR7 agonist 1 and hcGAS lum 10.
CCOC(=O)c1[nH]ncc1CN1CCCC(N2CCc3cc(OC)c(OC)cc3C2)C1 (stereo not drawn) was read as NPYLR7 agonist 16 and hcGAS lum -7.
Screening CC(C)(C)n1ncc2c(=O)n(NC(=O)COc3ccc(F)cc3)cnc21 returned NPYLR7 agonist 18 and hcGAS lum 6.
CCN1CCc2cc(OC)c(OC)cc2C1C(NC(=O)CC(C)C)C(C)C (stereo not drawn) was read as mcGAS lum -2, NPYLR7 agonist -5 and hcGAS lum 1.
For CCC(c1nc2ccccc2c(=O)n1-c1cccc(Cl)c1)N(CC)C(=O)/C=C/c1ccccc1 (stereo not drawn) the results were mcGAS lum -4, NPYLR7 agonist 5 and hcGAS lum -5.
Screening Cc1cc(=O)n2c(-c3cccc(NS(=O)(=O)c4ccc(C)s4)c3)csc2n1 returned mcGAS lum -7, NPYLR7 agonist -4 and hcGAS lum -2.
`CCOc1ccccc1-c1cc(C)cnc1-n1cnnc1` gave mcGAS lum -14, NPYLR7 agonist 1 and hcGAS lum 2.
For NC(=O)C1CCCN(C(=O)COc2cccc(Cl)c2)C1 (stereo not drawn) the results were mcGAS lum -5, NPYLR7 agonist -1 and hcGAS lum -6.
`COc1cccc(C(NC(C)=O)c2nc(-c3cnn(C)c3)cs2)c1` (stereo not drawn) gave NPYLR7 agonist 13 and hcGAS lum -2.
Cc1noc(-c2ccccc2Cl)c1C(=O)NCC1COC(C)(C)O1 (stereo not drawn) was read as mcGAS lum -6, NPYLR7 agonist 1 and hcGAS lum -4.
`CC(C)Cc1nc(N2CCN(C(=O)COCc3ccccc3)CC2)c2c(-c3cccc(Oc4ccccc4)c3)noc2n1` gave mcGAS lum -7, NPYLR7 agonist 20 and hcGAS lum -6.
For Cc1ccc(N=Nc2c(-c3ccccc3)[nH]n(-c3nc(-c4ccccc4)cs3)c2=O)c(C)c1 the results were mcGAS lum -5, NPYLR7 agonist 11 and hcGAS lum -6.
Screening COc1ccc(CCC2CCCN(C(=O)CCc3cc(=O)[nH]o3)C2)cc1 (stereo not drawn) returned mcGAS lum -14, NPYLR7 agonist 8 and hcGAS lum -7.
CCN(CC)C(=O)Oc1ccc2c(ccn2Cc2cc(F)ccc2C)c1-c1ccc(OC)cc1 was read as mcGAS lum -8, NPYLR7 agonist 14 and hcGAS lum -5.
For Cc1cccc(-n2nnnc2SCC(=O)Nc2cc(C)no2)c1 the results were NPYLR7 agonist 8 and hcGAS lum -7.
For CCOC(=O)c1ccc2c(c1)nc(SCc1ccccc1OC(F)F)n2CCOC the results were mcGAS lum -7, NPYLR7 agonist 2 and hcGAS lum -5.
CCOc1ccc(-n2nnc(C(=O)NC(C)C)c2COC)cc1 was read as mcGAS lum -10, NPYLR7 agonist 3 and hcGAS lum -13.
Screening CCC(C(=O)Nc1cc(-c2cn3nc(OC)ccc3n2)ccc1OC)c1ccccc1 (stereo not drawn) returned mcGAS lum -10, NPYLR7 agonist -12 and hcGAS lum -5.
COc1ccc(CC2CN(C(=O)CN3CCCCCC3)CCO2)cc1 (stereo not drawn) was read as NPYLR7 agonist 2 and hcGAS lum -1.
CS(=O)(=O)c1ccc(S(=O)(=O)Nc2ccccc2SC2CCCC2)cc1 was read as mcGAS lum -13, NPYLR7 agonist 9 and hcGAS lum -4.
CCS(=O)(=O)CC(C)NC(=O)c1cccc2cn[nH]c12 (stereo not drawn) was read as mcGAS lum -4, NPYLR7 agonist 1 and hcGAS lum -3.
`COc1cc2c(c(OC)c1OC)CCNC(=O)C2` gave NPYLR7 agonist 2 and hcGAS lum 4.
`Clc1ccc(CSc2nnc(-c3ccco3)o2)cc1Cl` gave NPYLR7 agonist 0 and hcGAS lum -6.
For CCCCN(Cc1cccn1Cc1ccc(Br)cc1)C(=O)CN(CCCOCC)S(=O)(=O)c1ccc(NC(C)=O)cc1 the results were mcGAS lum -3, NPYLR7 agonist -8 and hcGAS lum -6.
`COc1ccc(C(=O)Nc2cccc(C)n2)cc1[N+](=O)[O-]` gave mcGAS lum -6, NPYLR7 agonist 1 and hcGAS lum -8.
Screening Cc1ccc(N(CC(=O)N2CCCCC2)S(=O)(=O)c2ccc(F)cc2)cc1 returned mcGAS lum -9, NPYLR7 agonist 14 and hcGAS lum -4.
COc1cccc(-c2cc(C(=O)N3CCN(c4ccccc4C)CC3)c(C)n2-c2ccccc2F)c1 was read as mcGAS lum -7, NPYLR7 agonist 10 and hcGAS lum -7.
COc1cc(-c2cc(C(=O)N/N=C\c3cccs3)[nH]n2)ccc1OC(C)C was read as mcGAS lum -2, NPYLR7 agonist 0 and hcGAS lum -5.
`CCCc1nc(NCc2cnn3cccnc23)c2cnn(C)c2n1` gave mcGAS lum -16, NPYLR7 agonist 14 and hcGAS lum 5.
Screening O=C(CSc1nnc(NC2CCCCC2)s1)C12CC3CC(CC(C3)C1)C2 returned mcGAS lum -10, NPYLR7 agonist 0 and hcGAS lum -9.
For CCSc1nc(C)c(-c2csc(C(C#N)=C3CCCC3)n2)cc1C#N the results were NPYLR7 agonist 5 and hcGAS lum -7.
Screening Cn1nc(NC(=O)Cc2noc3ccccc23)c2c1NC(=O)CC2c1cccs1 (stereo not drawn) returned mcGAS lum -1, NPYLR7 agonist -18 and hcGAS lum 6.
Screening Cc1cnn(-c2cnn3cccnc23)c1 returned mcGAS lum -17, NPYLR7 agonist 30 and hcGAS lum -6.
For COCCN(Cc1ccc(OS(=O)(=O)c2cccc(C(F)(F)F)c2)cc1)C(=O)C1CC1 the results were mcGAS lum -6, NPYLR7 agonist -6 and hcGAS lum -7.
N#CCSCC(=O)NC1CCC(C(F)(F)F)CC1 (stereo not drawn) was read as mcGAS lum -18, NPYLR7 agonist -6 and hcGAS lum -2.
Screening O=C(NCc1cccs1)C1CC=CCC1C(=O)N1CCN(c2ccccn2)CC1 (stereo not drawn) returned mcGAS lum -5, NPYLR7 agonist -6 and hcGAS lum -5.
Screening Cc1ccc2c(C)c(C(=O)N(C)Cc3nnc(-c4ccccc4)o3)oc2c1 returned NPYLR7 agonist 11 and hcGAS lum -4.
CCCCCNC(=O)c1cc(-c2cccc(OC)c2)nc2cc(C(C)(C)C)nn12 was read as mcGAS lum -6, NPYLR7 agonist 12 and hcGAS lum -6.
`O=C(CSc1nc(=O)n(CC2CCCO2)c2c1CCCC2)NCc1ccc(F)cc1` (stereo not drawn) gave mcGAS lum -8, NPYLR7 agonist -7 and hcGAS lum -7.
Screening Cc1nc(C(=O)N2CCOC(Cc3ccc(F)cc3)C2)cs1 (stereo not drawn) returned NPYLR7 agonist 13 and hcGAS lum -11.
For CCn1c(SCC(=O)N2C(C)CCCC2C)nnc1-c1ccncc1 (stereo not drawn) the results were NPYLR7 agonist -11 and hcGAS lum 1.
Screening COc1cccc(COC(CN2CCN(S(=O)(=O)Cc3ccccc3)CC2)c2ccc(Cl)cc2)c1 (stereo not drawn) returned mcGAS lum -6, NPYLR7 agonist -2 and hcGAS lum -3.
For CCCC1CCc2nc(NC(=O)c3cccc(CS(C)=O)c3)sc2C1 (stereo not drawn) the results were mcGAS lum 4, NPYLR7 agonist -1 and hcGAS lum 8.
`O=S(=O)(c1ccc2ncn(O)c2c1)C(F)(F)F` gave NPYLR7 agonist 0 and hcGAS lum -7.
Screening CCN(Cc1cccs1)C(=O)c1n[nH]c2ccccc12 returned mcGAS lum -5, NPYLR7 agonist 4 and hcGAS lum -8.
Cc1[nH]n2c(=O)c3c(nc2c1-c1ccc(F)cc1)CCCC3 was read as NPYLR7 agonist -5 and hcGAS lum 15.
CC1CCN(c2ccc(Br)cn2)CC1n1ccnc1 (stereo not drawn) was read as NPYLR7 agonist 3 and hcGAS lum -5.
Screening CN(C)CC(O)Cn1c2ccccc2c2ccccc21 (stereo not drawn) returned mcGAS lum -5, NPYLR7 agonist 1 and hcGAS lum -7.
`CCc1nc2ccc(C(=O)N3CCC(O)(Cc4ccccc4)CC3)cn2c1N(CC)C(=O)CCC1CCCC1` gave mcGAS lum -4, NPYLR7 agonist 12 and hcGAS lum -4.
Screening COCCCNC(=O)C(C#N)=Cc1ccc(-c2ccccc2Cl)o1 returned mcGAS lum 2, NPYLR7 agonist 6 and hcGAS lum 2.

9 compounds from above, arranged by length of the SMILES, falling.
For Cc1ccc(N=Nc2c(-c3ccccc3)[nH]n(-c3nc(-c4ccccc4)cs3)c2=O)c(C)c1 the results were mcGAS lum -5, NPYLR7 agonist 11 and hcGAS lum -6.
COc1cccc(-c2cc(C(=O)N3CCN(c4ccccc4C)CC3)c(C)n2-c2ccccc2F)c1 was read as mcGAS lum -7, NPYLR7 agonist 10 and hcGAS lum -7.
For COCCN(Cc1ccc(OS(=O)(=O)c2cccc(C(F)(F)F)c2)cc1)C(=O)C1CC1 the results were mcGAS lum -6, NPYLR7 agonist -6 and hcGAS lum -7.
Screening Cn1nc(NC(=O)Cc2noc3ccccc23)c2c1NC(=O)CC2c1cccs1 (stereo not drawn) returned mcGAS lum -1, NPYLR7 agonist -18 and hcGAS lum 6.
Screening O=C(NCc1cccs1)C1CC=CCC1C(=O)N1CCN(c2ccccn2)CC1 (stereo not drawn) returned mcGAS lum -5, NPYLR7 agonist -6 and hcGAS lum -5.
For CCCC1CCc2nc(NC(=O)c3cccc(CS(C)=O)c3)sc2C1 (stereo not drawn) the results were mcGAS lum 4, NPYLR7 agonist -1 and hcGAS lum 8.
Screening Cc1nc(C(=O)N2CCOC(Cc3ccc(F)cc3)C2)cs1 (stereo not drawn) returned NPYLR7 agonist 13 and hcGAS lum -11.
`CCCc1nc(NCc2cnn3cccnc23)c2cnn(C)c2n1` gave mcGAS lum -16, NPYLR7 agonist 14 and hcGAS lum 5.
Screening CN(C)CC(O)Cn1c2ccccc2c2ccccc21 (stereo not drawn) returned mcGAS lum -5, NPYLR7 agonist 1 and hcGAS lum -7.

Going on with the list.
For O=C(c1ccc(C(F)(F)F)cc1)N1CCN(c2nc(-c3ccc(Cl)cc3)nc3ccccc23)CC1 the results were mcGAS lum -5, NPYLR7 agonist 4 and hcGAS lum 0.
For Cc1cccc(NC(=O)C(NC(=O)NCc2ccc(F)cc2)C(C)C)c1C (stereo not drawn) the results were NPYLR7 agonist 5 and hcGAS lum -3.
Screening COc1ccc(S(=O)(=O)N2CCC(Cc3ccccc3)CC2)cc1N1CCN(C(=O)C(C)Oc2ccccc2)CC1 (stereo not drawn) returned mcGAS lum -4, NPYLR7 agonist 14 and hcGAS lum 4.
For COc1ccc(CCC(=O)NCc2cn(C)nc2C)cc1 the results were NPYLR7 agonist 1 and hcGAS lum -11.
`Cc1cccc2c(=O)[nH]c(Cn3nnn(-c4cccs4)c3=O)nc12` gave mcGAS lum -8, NPYLR7 agonist -2 and hcGAS lum -7.
`COc1cc(NC(=O)c2cc(F)ccc2Br)cc(OC)c1OC` gave NPYLR7 agonist 5 and hcGAS lum -4.
For Cn1c(=O)[nH]c2c(nc(-c3ccc(Cl)cc3)n2CCc2ccccc2)c1=O the results were NPYLR7 agonist 9 and hcGAS lum -9.
`C=CCn1c(C)c(CC)c(C)c1C(=O)NC(C)C` gave mcGAS lum -5, NPYLR7 agonist 3 and hcGAS lum -1.
O=C1OC(c2ccccc2)=N/C1=C\c1ccc(-c2cccc([N+](=O)[O-])c2)o1 was read as mcGAS lum -7, NPYLR7 agonist -5 and hcGAS lum -9.
For CC(=O)Nc1ccc(-c2cnccc2C)cc1 the results were mcGAS lum -7, NPYLR7 agonist 18 and hcGAS lum -2.
Screening CC(=O)N1CCC(N2CCCC(CCc3cccc(C(F)(F)F)c3)C2)CC1 (stereo not drawn) returned NPYLR7 agonist 5 and hcGAS lum -9.
`NC(N)=NN=Cc1cc(Br)c(O)c(Br)c1` gave NPYLR7 agonist -5 and hcGAS lum -7.
`CC1CCN(C(c2ccc(F)cc2)C2Sc3ncnn3C2=O)CC1` (stereo not drawn) gave mcGAS lum -4, NPYLR7 agonist 2 and hcGAS lum -2.
`Cc1ccccc1-c1cnc(C(O)c2ccc(F)cc2)[nH]1` (stereo not drawn) gave NPYLR7 agonist -1 and hcGAS lum -11.
`COc1cc(Cn2nc(C)c3cnn(-c4ccc(F)cc4)c3c2=O)cc(OC)c1` gave NPYLR7 agonist 4 and hcGAS lum -5.
COc1ccc(-c2ccc(C(=O)N3CCC(Cc4ccccc4)CC3)s2)c(OC)c1OC was read as mcGAS lum -7, NPYLR7 agonist 25 and hcGAS lum -5.
`CCS(=O)(=O)N1CCN(c2ccc(-n3nc(C)c(C)c3C)nn2)CC1` gave mcGAS lum -7, NPYLR7 agonist -2 and hcGAS lum -3.
Screening CC(C)(C)OC(=O)N1CCc2ccccc2C1C(=O)O (stereo not drawn) returned NPYLR7 agonist 4 and hcGAS lum -11.
For O=C(CSc1nc(=O)n(CCN2CCOCC2)c2c1CCCC2)NCc1ccccc1 the results were mcGAS lum -5, NPYLR7 agonist 2 and hcGAS lum 0.
Screening CCOc1ccc(NC(=O)CCN2C(=O)c3ccccc3C2=O)cc1 returned NPYLR7 agonist -8 and hcGAS lum -7.
For CC1=C(C(=O)N(C)C)C(c2ccc(-c3ccccc3)cc2)NC(=O)N1 (stereo not drawn) the results were mcGAS lum 1, NPYLR7 agonist -1 and hcGAS lum -3.
`CCC(C(=O)Oc1coc(CSc2ncccn2)cc1=O)c1ccccc1` (stereo not drawn) gave mcGAS lum -5, NPYLR7 agonist -10 and hcGAS lum -2.
Screening Cn1nc2n(c1=O)CCC(NC(=O)CCC1CCCCC1)CC2 (stereo not drawn) returned mcGAS lum -6 and hcGAS lum -13.
`CCOC(=O)C1(Cc2cccc(Cl)c2)CCCN(C(=O)c2ocnc2C)C1` (stereo not drawn) gave mcGAS lum 2, NPYLR7 agonist -11 and hcGAS lum 4.
For Cc1ccccc1CCN1CCCC(CN(C)Cc2cccc(O)c2)C1 (stereo not drawn) the results were NPYLR7 agonist 5 and hcGAS lum -7.
For COc1cc(-c2[nH]ncc2CN(CCO)Cc2ccccc2)cc(OC)c1OC the results were NPYLR7 agonist 18 and hcGAS lum -7.
